KKLEB tox: reduces viability of KKLEB cystic fibrosis airway cells | activity change (cytotoxicity), % at 5 µM | KKLEB CF airway cells viability, ATPlite luminescence, overnight; active compounds read low; cells stimulated with P. aeruginosa culture filtrate | actives 0.36% (n = 360,000);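 active = corrected activity change at or below -50% at 5 µM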
Shn3 inh set2: Schnurri-3 reporter inhibition in Clone20 osteoblasts; Clone20 osteoblast Shn3 3'UTR firefly luciferase, 24 h; inhibition, % at 12.5 µM; actives 0.52% (n = 360,000);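 active = mean inhibition of at least 75% with every replicate also reaching 75%; inconclusive = mean inhibition at least 75% but some replicate below; inactive = mean inhibition below 75%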;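 also: 0% = median of neutral control wells and 100% = pilot-screen positive control compound; some compounds past the cut are filed as inactive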
MITF TRPM1 inh: MITF TRPM1 promoter inhibition in SK-MEL-5 cells; AID 488899; SK-MEL-5 TRPM1 promoter luciferase, 24 h; actives 0.83% (n = 330,000); inhibition, % at 12.5 µM;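 active = mean inhibition across replicates of 60% or more, whatever share of single replicates reaches that level; inconclusive = some that reach 60%, reason not given; inactive = mean inhibition across replicates below 60%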; also: values of inactives mirror those of a sister screen read the other way
Peg3 prom inh: reduces Peg3 promoter-driven luciferase expression in HeLa | actives 1.7% (n = 360,000) | AID 588405 | inhibition, % at 20 µM | HeLa PEG-Prom luciferase reporter, luminescence, overnight;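 active = inhibition of at least 50% at 20 µM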
Vif inh: HIV Vif inhibition | HEK293T cells, Vif self-association by quenched fluorescence, imaging, 24 h | inhibition, % at 7.49 µM | actives 0.35% (n = 340,000) | AID 602346; in the data active = inhibition above about 50%, passing the limit was not always enough; inconclusive = no clear call, values can overlap the other calls; inactive = below about 31%; also: some results filed as inactive read as strong as hits
CF NFkB inh: blocks PAF-induced NF-kB reporter in cystic fibrosis cells; KKLEB NF-kB-GFP reporter, GFP fluorescence overnight; inhibition, % at 5 µM; actives 0.86% (n = 360,000); AID 588850;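 active = at least 50% inhibition at 5 µM, scaled per plate between neutral and stimulator controls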;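 also: PAF is a Pseudomonas aeruginosa culture filtrate used as stimulus; plate controls were PAF-stimulated DMSO wells for no effect and unstimulated DMSO wells for full effect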
HIF-2a inh: blocks HIF-2a reporter activity; inhibition, % at 18.8 µM; 786-0 RCC cells HIF-2a reporter, luciferase luminescence, overnight; actives 0.72% (n = 360,000);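 active = inhibition of the luminescence signal of 40% or more relative to plate controls, in a single-dose primary screen at 18.75 µM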
PDI turbidity: blocks human protein disulfide isomerase activity; P07237; PDI insulin aggregation turbidity, A650, 90 min; inhibition, % at 10 µM; actives 0.052% (n = 350,000); AID 588391;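 active = mean inhibition across replicates of 30% or more, whatever share of single replicates reach that level; inconclusive = mean inhibition below 30% while every single replicate reaches 30%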;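 also: absorbance from insulin aggregation driven by PDI reduction with DTT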
Target sequence (P07237 whole entry, looked up): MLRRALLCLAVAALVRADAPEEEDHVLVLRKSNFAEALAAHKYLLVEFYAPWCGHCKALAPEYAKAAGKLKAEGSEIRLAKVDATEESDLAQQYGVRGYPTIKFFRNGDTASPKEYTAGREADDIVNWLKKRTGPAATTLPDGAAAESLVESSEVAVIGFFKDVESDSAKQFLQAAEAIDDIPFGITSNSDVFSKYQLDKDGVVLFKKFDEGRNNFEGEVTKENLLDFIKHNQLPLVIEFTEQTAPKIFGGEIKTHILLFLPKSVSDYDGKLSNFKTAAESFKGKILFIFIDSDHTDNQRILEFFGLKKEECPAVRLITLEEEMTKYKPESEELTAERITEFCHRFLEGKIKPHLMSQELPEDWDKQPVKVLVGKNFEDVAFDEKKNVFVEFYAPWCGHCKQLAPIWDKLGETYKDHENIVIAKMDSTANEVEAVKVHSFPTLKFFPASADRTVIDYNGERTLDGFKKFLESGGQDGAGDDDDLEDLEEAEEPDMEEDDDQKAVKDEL
CaV13 ICDI inh: Primary screen for inhibitors of IQ motif and Ca2+-dependent inactivation inhibitor domain binding in CACNA1D, Förster resonance energy transfer in living cells, …; inhibition, % at 12.3 µM; actives 0.098% (n = 340,000); HEK cells, CFP/YFP FRET ICDI-IQ, plate reader, 10 min; percent FRET-ratio fall versus neutral wells;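 active = mean replicate inhibition of at least 30% and at least 1% of replicates passing that level; inconclusive = only one of the two criteria is met; inactive = neither criterion is met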;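 also: 0% = median of the neutral control wells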
NR2E3 ag-1: human photoreceptor-specific nuclear receptor agonism; actives 0.35% (n = 360,000); AID 602229; CHO-S Gal4-NCOR/VP16-NR2E3 two-hybrid, luciferase; inhibition of corepressor binding, % at 3.98 µM; Q9Y5X4;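 active = inhibition above the mean of all tested compounds plus 3 SD, cut at about 70% in these data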;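 also: 0% = DMSO with NR2E3 transfected cells and 100% = cells lacking NR2E3 construct; higher means lower luciferase signal from less NR2E3 corepressor binding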
Target sequence (Q9Y5X4 whole entry, looked up, the tested form may be a part): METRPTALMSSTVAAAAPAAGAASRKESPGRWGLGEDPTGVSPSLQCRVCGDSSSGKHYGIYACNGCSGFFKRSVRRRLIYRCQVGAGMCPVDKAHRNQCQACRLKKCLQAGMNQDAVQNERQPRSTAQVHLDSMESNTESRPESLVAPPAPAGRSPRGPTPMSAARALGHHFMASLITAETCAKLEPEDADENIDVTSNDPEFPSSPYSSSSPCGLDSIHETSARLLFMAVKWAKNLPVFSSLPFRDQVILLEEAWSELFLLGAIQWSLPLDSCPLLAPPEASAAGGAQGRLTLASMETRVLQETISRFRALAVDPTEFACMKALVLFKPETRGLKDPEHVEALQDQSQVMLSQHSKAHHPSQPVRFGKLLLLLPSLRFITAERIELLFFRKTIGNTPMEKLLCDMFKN
NR2E3 ag-2: agonists of human nuclear receptor NR2E3 | inhibition of corepressor binding, % at 4.78 µM | AID 2300 | actives 0.12% (n = 320,000) | GST-NR2E3/biotin-RetCOR TR-FRET, 1536-well;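 active = percent inhibition above the cutoff of mean plus 3 SD of all tested compounds, set per screening campaign, cut at about 20% in these data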;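 also: 0% = DMSO wells and 100% = biotin wells as full block of FRET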
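Material: NR2E3–RetCOR corepressor complex / Incubation: Compound–protein incubation for 5 h at 4 °C / Dosing: compound at 4.8 µM, single dose / Detection: time-resolved FRET / Benchmarks: high control biotin, low control 0.6% DMSO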
An asterisk follows results filed as active; u = inconclusive; x = no result given; & = joins results of further samples. This is a random part of the collection; any-hit rate near 3.3%.

SMILES	KKLEB tox	Shn3 inh set2	MITF TRPM1 inh	Peg3 prom inh	Vif inh	CF NFkB inh	HIF-2a inh	PDI turbidity	CaV13 ICDI inh	NR2E3 ag-1	NR2E3 ag-2
O=C(Cn1c(NCCO)nc2ccccc21)c1ccc([N+](=O)[O-])cc1	5	6	14	18	1	-7	-4	-1	-4	17	-1
CCOC1=C2CN(S(=O)(=O)c3ccc(C)cc3)[C@H](c3ccccc3)C[C@@H]2N(S(=O)(=O)c2ccc(Br)cc2)[C@H](c2ccccc2)C1	-14	78	x	14	x	23	2	x	-5	-22	x
O=C(CCC(=O)N1CCN(C(=O)c2ccco2)CC1)c1ccc(F)cc1	4	-17	2	3	-3	-2	2	-6	-3	-21	1
CCOC(=O)C1CCN(S(=O)(=O)c2ccc(NC(=O)OC)cc2)CC1	9	21	2	33	x	-21	7	0	-1	-12	1
C/C(=N\N=C1\NC(=O)CC(C(=O)O)S1)c1ccc(F)cc1 (stereo not drawn)	-12	0	2	-7	-8	0	29	0	-15	-6	0
CC(=O)Nc1c(I)c(NC(C)=O)c(I)c(C(=O)O)c1I	24&-7	-22&-9	2&0	9&-1	u	3&5	-5&6	-4&2	-6&-6	34&-15	0&-2&4
CC(C)C(NC(=O)c1ccc(Cl)cc1)C(=O)NCC1CCCO1 (stereo not drawn)	0	-20	-8	19	7	20	11	-14	-7	-23	3
CCOC(=S)SCC(=O)Nc1nc(-c2ccc(Br)cc2)cs1	-40	44	59	-5	-1	66*	-260	-4	-5	7	-1
Cc1sc2c(c1C)C(=O)/C(=C\Nc1ccncc1)S(=O)(=O)N2C	7	2	2	9	3	6	19	-3	-13	7	0
CC(CN1CCN(C)CC1)OC(=O)c1ccccc1Cl (stereo not drawn)	10	-12	11	13	x	-23	16	-35	3	13	1
CS(=O)(=O)c1ccc(Sc2nc3ccccc3s2)c([N+](=O)[O-])c1	-45	95*	39	41	-6	54*	4	-7	x	-10	-1
CS(=O)(=O)N1CCN(C2CCN(Cc3ccccc3)CC2)CC1	9	-17	2	-3	10	-13	11	1	1	10	0
CCCCN(C(=O)c1cc(Cl)nc2ccccc12)c1c(N)n(Cc2ccccc2)c(=O)[nH]c1=O	-6	-6	-5	13	-3	19	17	2	-6	-32	-3
Cc1ccc2nsnc2c1NC(=O)COc1ccccc1	10	-2	0	8	2	8	12	-4	-7	10	-7
CCC(C)NC(=O)C(Cc1ccccc1)n1cccc1 (stereo not drawn)	8	5	x	3	-3	-2	8	x	-6	-27	1
C=CCn1cnc2scc(-c3ccc(C)cc3)c2c1=O	-34	-1	4	15	3	24	24	3	-5	-9	1
Cc1cc(OC(C)C(=O)NCc2ccccn2)c2c(C)cc(=O)oc2c1 (stereo not drawn)	0	3	7	13	4	-6	10	2	-2	20	1
CCCC(=O)Nc1ccc(NC(=S)NC(=O)c2ccccc2[N+](=O)[O-])cc1	-7	18	7	21	-9	-1	3	-6	-6	-3	4
O=C(NC(=S)Nc1ccc(-c2ccccc2)cc1)c1ccccc1	-4	-17	-18	-210	2	-24	-237	-7	-7	-36	x
CC1(C(=O)Nc2ccc3c(c2)OCO3)Cc2c(-c3cccc(C(F)(F)F)c3)ccnc2O1 (stereo not drawn)	-22	9	x	5	23	31	-2	11	-5	19	x

Shn3 inh set2, what is marked active above.
Molecule	Shn3 inh set2	MITF TRPM1 inh	Peg3 prom inh	Vif inh	CF NFkB inh	HIF-2a inh	PDI turbidity	CaV13 ICDI inh	NR2E3 ag-1	NR2E3 ag-2
CS(=O)(=O)c1ccc(Sc2nc3ccccc3s2)c([N+](=O)[O-])c1	95*	39	41	-6	54*	4	-7	x	-10	-1

Entries shown so far that contain bromine:
SMILES	KKLEB tox	Shn3 inh set2	MITF TRPM1 inh	Peg3 prom inh	Vif inh	CF NFkB inh	HIF-2a inh	PDI turbidity	CaV13 ICDI inh	NR2E3 ag-1	NR2E3 ag-2
CCOC1=C2CN(S(=O)(=O)c3ccc(C)cc3)[C@H](c3ccccc3)C[C@@H]2N(S(=O)(=O)c2ccc(Br)cc2)[C@H](c2ccccc2)C1	-14	78	x	14	x	23	2	x	-5	-22	x
CCOC(=S)SCC(=O)Nc1nc(-c2ccc(Br)cc2)cs1	-40	44	59	-5	-1	66*	-260	-4	-5	7	-1

Back to the main list, repeating the seven entries before the break.
SMILES	KKLEB tox	Shn3 inh set2	MITF TRPM1 inh	Peg3 prom inh	Vif inh	CF NFkB inh	HIF-2a inh	PDI turbidity	CaV13 ICDI inh	NR2E3 ag-1	NR2E3 ag-2
Cc1ccc2nsnc2c1NC(=O)COc1ccccc1	10	-2	0	8	2	8	12	-4	-7	10	-7
CCC(C)NC(=O)C(Cc1ccccc1)n1cccc1 (stereo not drawn)	8	5	x	3	-3	-2	8	x	-6	-27	1
C=CCn1cnc2scc(-c3ccc(C)cc3)c2c1=O	-34	-1	4	15	3	24	24	3	-5	-9	1
Cc1cc(OC(C)C(=O)NCc2ccccn2)c2c(C)cc(=O)oc2c1 (stereo not drawn)	0	3	7	13	4	-6	10	2	-2	20	1
CCCC(=O)Nc1ccc(NC(=S)NC(=O)c2ccccc2[N+](=O)[O-])cc1	-7	18	7	21	-9	-1	3	-6	-6	-3	4
O=C(NC(=S)Nc1ccc(-c2ccccc2)cc1)c1ccccc1	-4	-17	-18	-210	2	-24	-237	-7	-7	-36	x
CC1(C(=O)Nc2ccc3c(c2)OCO3)Cc2c(-c3cccc(C(F)(F)F)c3)ccnc2O1 (stereo not drawn)	-22	9	x	5	23	31	-2	11	-5	19	x
Cc1occc1-c1nnc(SCC(=O)N2CCCCC2C)o1 (stereo not drawn)	14	0	-12	39	0	-11	-33	4	-7	-12	3
COc1ccc(NC(=O)c2ccc(Cc3ccc(C)cc3)o2)cc1	3	-10	-11	-50	-2	9	-73	21	-3	-14	-1
O=C1c2ccc3c4c(ccc(c24)C(=O)N1c1ccc2ccccc2c1)CC3	-36	-67	6	-2	-2	13	16	3	-5	-44	-1
O=C1CCCC2=C1C(c1ccc(O)cc1)c1c(ccc3ccccc13)N2 (stereo not drawn)	13	-3	19	18	-4	-7	22	5	-5	-18	2
Cc1cc(=O)oc2cc(OCC(=O)N/N=C/c3cc([N+](=O)[O-])ccc3O)ccc12	-19	23	9	20	0	22	20	1	-8	15	0
CC(Sc1nnc(-c2ccccc2F)n1N)C(=O)NCC1CCCO1 (stereo not drawn)	0	19	7	-10	-2	1	14	4	-4	10	4
Cc1ccc(C2=NC3(CCCCC3)N=C2SCC(=O)Nc2ccc3c(c2)OCCO3)cc1	8	8	x	13	-1	22	22	x	-2	-6	0
CSc1ncccc1C(=O)Nc1cccc(S(=O)(=O)N2CCOCC2)c1	5	15	-8	4	-2	-10	-2	-6	-6	-5	x
O=C(c1ccncc1)N1CCN(S(=O)(=O)c2ccc(OC(F)(F)F)cc2)CC1	3	2	x	4	9	-7	4	-7	-15	16	x
O=C(CN1CCCCC1)Nc1cc(Cl)ccc1Cl	-19	-7	-12	-25	4	0	-78	-5	x	7	0
CC1C/C(=N/Nc2ccc([N+](=O)[O-])cc2[N+](=O)[O-])CC(C)(C)C1 (stereo not drawn)	-1	10	6	12	x	4	6	0	-4	0	3
COc1ccc(CC(=O)NCc2ccco2)cc1OC	-5	12	10	7	2	-6	9	-1	-10	-6	0
CCCCN(C=O)c1c(CC)nc2ccc(C(=O)NCc3ccc4c(c3)OCO4)cn12	-2	6	x	4	2	-6	12	-8	-4	-22	x
Cc1ccc(NC(=O)c2sc(=S)n(-c3cc(C)ccc3F)c2N)cc1	-4	-17	-24	-6	-6	-4	-18	-1	-5	-11	3
O=C(Cn1nc(-c2nn(CC(=O)c3ccccc3)c3[n+]2CCCCC3)[n+]2c1CCCCC2)c1ccccc1	3	-81	x	-7	-2	-2	19	2	-4	5	-7
COc1ccccc1NC(=O)CN1C(=O)C2(OCCCO2)c2ccccc21	9	-19	4	-7	-7	8	-1	2	-6	-7	3
O=C(NCCCN1CCOCC1)C(=O)NCc1ccco1	-2	13	6	-9	9	8	11	7	8	-42	-2
Cc1c(C)c2cc(Cl)c(OCC(=O)NCCCN3CCCC3=O)cc2oc1=O	4	10	x	6	x	-52	-15	-1	-6	-3	x
Cc1cccc(-c2cnn(-c3ccccc3)c2N)c1	-11	-97	-76	-253	0	5	-344	-3	-3	-123	-3
Cc1cc([N+](=O)[O-])nn1CC(=O)NCc1nc2ccccc2[nH]1	6	2	-2	-14	-4	-20	4	-1	-2	-27	1
CC1Cc2ccccc2N1C(=O)CCNS(=O)(=O)c1cccc2nsnc12 (stereo not drawn)	-4	-9	-3	7	13	4	6	-5	x	9	0
C[N+](C)(C)CC(=O)N1CCN(c2ccc3ccccc3n2)CC1	0	0	-9	6	-9	-5	7	9	-4	-8	x
COc1ccc(NCC(O)COc2ccc(C(C)(C)C)cc2)cc1 (stereo not drawn)	-6	25	8	-3	-18	0	-29	4	-3	-15	2
COc1ccc(CN2[C@@H](CC(=O)O)c3cc(F)ccc3S2(=O)=O)cc1	4	-31	-8	-2	-5	-18	-10	-5	-9	-39	4
COC(=O)[C@H](Cc1c[nH]c2ccccc12)NC(=O)Cc1c[nH]c2ccccc12	5	-6	14	-4	x	-10	3	22	-13	-20	3
O=C(Cc1c(F)cccc1Cl)NCCCn1ccnc1	-2	-12	-9	4	-1	15	10	7	-5	5	1
COCCNC(=O)c1c[nH]c2ccc(S(=O)(=O)N3CCOCC3)cc2c1=O	0	4	3	0	-1	8	0	-1	-7	-19	-6
Cc1ccc(CN2CCN(/N=C/c3ccc(C(F)(F)F)cc3)CC2)c(C)c1	4	12	-1	10	-6	9	6	-1	-4	5	4
